Bioassay records (PubChem)
TRPC4 PAM: positive allosteric modulators of TRPC4, primary screen, cell-based, mouse TRPC4beta, HEK293 mu-opioid, Fluo-4 calcium; Short transient receptor potential channel 4 (Mus musculus), Q9QUQ5; DAMGO EC20, Fluo-4 Ca2+ flux; hits give high values; B-score at 10 µM; actives 0.42% (n = 310,000); AID 2227, 2009;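 active = B-score of calcium response area above 5 SD of library B-scores, with initial fluorescence ratio within 5 SD of library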;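 note: B-score of integrated fluorescence ratio over time as area under calcium response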
TRPC4 inh: inhibitors of mouse TRPC4 channel, primary screen, Fluo4 calcium, HEK293 TRPC4beta/mu-opioid cells; actives 0.39% (n = 300,000); Short transient receptor potential channel 4 (Mus musculus), Q9QUQ5; B-score at 10 µM; DAMGO-evoked Fluo4 calcium flux; hits give low values; AID 2247, 2010;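 active = B-score over 3 SD under the library average, no early fluorescence shift, positive overall ratio signal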
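Assay system: HEK293 cells with stable TRPC4beta plus mu-opioid receptor expression; Probe or stimulus: DAMGO in two steps, submaximal then maximal; Dosing: single-point compound dosing; Measured by: Fluo4 calcium-dye fluorescence, kinetic read; Read-out basis: B score from integrated Fluo4 fluorescence ratio.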
KCNQ1 act: potentiators or activators of KCNQ1 channel, primary screen, cell-based, thallium flux, high-throughput. CHO-K1 KCNQ1, thallium flux FluxOR fluorescence; hits give high values. actives 0.35% (n = 310,000). B-score at 10 µM;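 active = fluorescence ratio B-score, a plate-corrected score, at least three library SD, with initial intensity B-score within 5 SD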
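System: CHO-K1 cells stably expressing KCNQ1 / Medium: assay buffer for compound exposure, DMSO matched across wells / Reagent: thallium- and potassium-containing depolarizing buffer / Compound: one concentration, matched DMSO / Incubation: 20 min compound pretreatment at room temperature / Measured by: kinetic FluxOR fluorescence, 10 s baseline plus 110 s post-stimulus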
TRPC4 act: activators of mouse TRPC4 channel, primary screen, Fluo4 calcium, HEK293 TRPC4beta/mu-opioid cells; B-score at 10 µM; Fluo4 calcium fluorescence; hits give high values; Short transient receptor potential channel 4 (Mus musculus), Q9QUQ5; actives 0.49% (n = 310,000); AID 2237, 2010;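 active = B-score above 5 SD of library B-scores, and initial fluorescence ratio not above library mean plus 5 SD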;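 note: positive B-score marks a calcium rise read as TRPC4 activation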
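Assay system – TRPC4beta and mu-opioid receptor HEK293 stable cells · Measured by – Fluo4 fluorescence, kinetic · Schedule – dye loading 45 min room temperature, 110 s kinetic read · Read-out – B-scored integrated calcium fluorescence ratio · Controls – buffer and maximal DAMGO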
KCNK9 block: KCNK9 potassium channel inhibitors, primary screen, HEK293 cells, thallium flux. B-score at 10 µM. FluxOR thallium flux fluorescence; hits give low values. actives 1.2% (n = 310,000). Potassium channel subfamily K member 9 (Homo sapiens), Q9NPC2;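 active = ratio B-score over 3 SD below the library mean, with starting fluorescence within 5 SD of its mean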;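 note: negative B-score means less thallium flux so channel inhibition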
Dyrk1A ADPGlo: rat Dyrk1A kinase inhibitors, primary screen, biochemical, single point, plate reader | actives 0.43% (n = 310,000) | ADP-Glo luminescence, NFATc1 peptide | inhibition, % at 12.5 µM; in the data active = inhibition above about 50%;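 note: plate controls were vehicle with enzyme for no effect and no enzyme for full effect; many of its hits are not listed in these tables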
KCNQ1 inh: inhibitors of human KCNQ1 channel, primary screen, cell-based, thallium flux, high-throughput; Potassium voltage-gated channel subfamily KQT member 1 (Homo sapiens), P51787; CHO-K1 KCNQ1, FluxOR thallium flux fluorescence; hits give high values; B-score at 10 µM; actives 1.3% (n = 310,000); AID 2642, 2010;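 active = compounds whose thallium flux B-score, printed positive for inhibition, exceeds three library SD while starting fluorescence stays within three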;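 note: channel opened by potassium depolarization with thallium stimulus after 20 min compound exposure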
Platelet DG rel: inhibitors of platelet dense granule secretion, primary screen, cell-based, MLPCN, human platelets; human platelet-rich plasma, SFLLRN dense granule ATP release, luminescence; inhibition, %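 (compounds screened at 7.5 µM in platelet-rich plasma)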; actives 0.22% (n = 300,000);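 active = mean replicate score, as percent of positive control, at or above 50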
KCNK3 inh: human KCNK3 channel inhibitors, primary screen, CHO cells, FluxOR thallium flux, B-score | FluxOR fluorescence; hits give low values | B-score at 10 µM | Potassium channel subfamily K member 3 (Homo sapiens), O14649 | actives 0.84% (n = 340,000);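 active = B-score under library mean minus 4 SD, starting fluorescence ratio at most library mean plus 5 SD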;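 note: more negative B-score means stronger inhibition of thallium flux through KCNK3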
PolyA inh: polyadenylation inhibitors in yeast reporter cells, primary screen, luminescence, S. cerevisiae; calls only at 12 µM; actives 0.02% (n = 300,000); S. cerevisiae SKY197-pL101 polyadenylation reporter, beta-gal luminescence; efflux-impaired pdr1/pdr3 knockout yeast; score 100 = 6 SD above DMSO; AID 1875, 2009;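 active = lowest replicate activity score at least 50, where 100 means six control SD above control mean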;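 note: yeast exposed to compound for 9 h at 30 °C; higher score means more reporter readthrough which indicates perturbed polyadenylation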
hERG rescue: hERG rescue from dofetilide block, primary screen, cell-based, CHO-hERG, FluxOR thallium flux, dofetilide IC70; actives 0.51% (n = 310,000); Voltage-gated inwardly rectifying potassium channel KCNH2 (Homo sapiens), Q12809; activation (rescue from dofetilide block), less the hit threshold, % at 10 µM; dofetilide IC70 present; AID 1511, 2009;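 active = activation above the mean of controls blocked by dofetilide plus 5 SD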;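 note: thallium influx through hERG after potassium depolarization seen as dye fluorescence rise; in these data hits start at about 4.7%; inactives centre near -7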
Target sequence (Q12809 whole entry, looked up): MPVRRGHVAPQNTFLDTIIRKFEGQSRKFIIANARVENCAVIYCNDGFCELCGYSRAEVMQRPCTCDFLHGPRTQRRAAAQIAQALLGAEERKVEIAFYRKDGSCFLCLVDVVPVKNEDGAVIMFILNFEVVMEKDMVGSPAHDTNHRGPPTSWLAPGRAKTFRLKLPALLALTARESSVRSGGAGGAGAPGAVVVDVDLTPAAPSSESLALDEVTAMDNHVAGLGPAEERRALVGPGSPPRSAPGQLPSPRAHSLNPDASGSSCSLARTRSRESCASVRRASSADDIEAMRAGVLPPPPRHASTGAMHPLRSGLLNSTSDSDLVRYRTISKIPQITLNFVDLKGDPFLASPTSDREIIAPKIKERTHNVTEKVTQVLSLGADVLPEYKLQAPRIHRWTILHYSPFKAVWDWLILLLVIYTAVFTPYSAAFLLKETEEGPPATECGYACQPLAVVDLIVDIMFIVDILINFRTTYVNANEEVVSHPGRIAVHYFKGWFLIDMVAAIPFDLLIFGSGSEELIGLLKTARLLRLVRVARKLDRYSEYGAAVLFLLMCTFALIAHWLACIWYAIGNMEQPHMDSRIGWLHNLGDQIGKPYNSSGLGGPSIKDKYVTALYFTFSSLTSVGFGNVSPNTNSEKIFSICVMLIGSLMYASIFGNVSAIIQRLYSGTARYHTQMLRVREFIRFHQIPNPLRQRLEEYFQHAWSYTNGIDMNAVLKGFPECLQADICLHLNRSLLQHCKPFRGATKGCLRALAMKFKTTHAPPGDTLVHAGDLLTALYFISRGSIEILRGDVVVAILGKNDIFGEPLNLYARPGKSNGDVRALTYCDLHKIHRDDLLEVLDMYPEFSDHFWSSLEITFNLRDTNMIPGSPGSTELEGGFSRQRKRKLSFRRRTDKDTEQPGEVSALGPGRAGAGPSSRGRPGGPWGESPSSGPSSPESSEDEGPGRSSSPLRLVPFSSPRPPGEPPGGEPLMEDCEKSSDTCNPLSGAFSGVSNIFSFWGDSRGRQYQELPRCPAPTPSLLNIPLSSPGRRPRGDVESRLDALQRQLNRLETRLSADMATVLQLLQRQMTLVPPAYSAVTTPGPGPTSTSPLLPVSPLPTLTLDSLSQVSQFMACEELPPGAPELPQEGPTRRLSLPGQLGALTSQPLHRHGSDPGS
An asterisk follows results filed as active; i = inactive; / = not tested or not shown.

Order of values – KCNK9 block	KCNQ1 inh	TRPC4 act	TRPC4 inh	Dyrk1A ADPGlo	KCNK3 inh	Platelet DG rel	KCNQ1 act	PolyA inh	TRPC4 PAM	hERG rescue
- O=C(NCc1ccccc1)/C(=C/c1ccco1)NC(=O)c1ccco1
→ i	i	i	i	4	i	-1	i	i	i	-13
- O=C1CC(c2ccc(Cl)cc2)n2nc(N3C(=O)c4ccccc4C3=O)nc2N1 (stereo unspecified)
→ i	i	i	i	20	i	1	i	i	i	-3
- Cc1[nH]c(C)c(S(=O)(=O)N2CCc3ccccc32)c1C(=O)N1CCCCC1
→ i	i	i	i	/	i	1	i	i	i	-8
- COc1cccc(C(=O)NCc2n[nH]c(=S)n2-c2cccc(C)c2)c1
→ i	i	i	i	-7	i	27	i	i	i	-5
- CCOC(=O)C1CN(S(=O)(=O)c2ccc(OC)cc2)c2cc(CC(=O)OC)ccc2O1 (stereo unspecified)
→ i	i	i	i	-8	i	6	i	i	i	-5
- O=C(CN1C(=O)C(=O)N(Cc2ccccc2)C1=O)Nc1ccc(F)c(Cl)c1
→ i	i	i	i	0	i	-17	i	i	i	-11
- CCN(CC(=O)Nc1ccc(NC(C)=O)cc1)CC(=O)Nc1ccc(F)c(Cl)c1
→ i	i	i	i	-9	i	-3	i	i	i	-33
- C=CCNC(=O)c1c(CSc2ccc(F)cc2)noc1C(=O)NCCC
→ i	i	i	i	3	i	0	i	i	i	-4
- COc1ccc(/C=C2\SC(=Nc3ccccc3)NC2=O)cc1
→ i	i	i	i	/	/	-3	i	i	i	-2
- COc1ccc2c(CC(=O)N3CCc4ccccc43)coc2c1
→ i	i	i	i	0	i	14	i	i	i	-1
- COc1ccc(S(=O)(=O)NC(N)=NCCc2ccc(OC)c(OC)c2)cc1
→ i	i	i	i	/	/	1	i	i	i	-8
- CCCCn1c(=S)[nH]c2ccccc2c1=O
→ i	i	i	i	0	i	6	18*	i	i	7.1*
- COCC(=O)Nc1ccc([N+](=O)[O-])cc1OC
→ i	i	i	i	-3	i	12	i	i	i	-3
- O=C(NCCO)c1cc([N+](=O)[O-])cc2c1C=Cc1ccccc1O2
→ i	i	i	i	-3	i	16	i	i	i	-18
- CCS(=O)(=O)c1ccc2c(c1)N(S(=O)(=O)c1ccc(C)cc1)CC(C(=O)O)O2 (stereo unspecified)
→ i	i	i	i	-1	i	-1	i	i	i	-9
- O=C(CCCCl)NC(=S)Nc1ccc(N2CCOCC2)cc1
→ i	i	i	i	-3	i	14	i	i	i	2
- CCOCCCN(C)C1CCN(C(=O)c2oc3ccccc3c2NC(=O)COc2cccc(C)c2)CC1
→ i	i	i	i	-5	i	11	i	i	i	-16
- O=C(c1ccccc1S(=O)(=O)NCc1ccccc1)N1CCCC1
→ i	i	i	i	8	i	5	i	i	i	-1
- CC(=O)c1ccc(OCC(O)CN2C(C)CCCC2C)cc1 (stereo unspecified)
→ i	i	i	i	5	i	0	i	i	i	-13
- COc1cc(/C=C(\C#N)C(=O)c2c[nH]c3ccccc23)cc(OC)c1O
→ i	7*	i	i	13	i	3	i	i	i	-13

As entered above.
COc1ccc(/C=C2\SC(=Nc3ccccc3)NC2=O)cc1 – Platelet DG rel = -3
CCN(CC(=O)Nc1ccc(NC(C)=O)cc1)CC(=O)Nc1ccc(F)c(Cl)c1 – Dyrk1A ADPGlo = -9

The listing continues:
Order of values – KCNK9 block	KCNQ1 inh	TRPC4 act	TRPC4 inh	Dyrk1A ADPGlo	KCNK3 inh	Platelet DG rel	KCNQ1 act	PolyA inh	TRPC4 PAM	hERG rescue
- Cc1noc(C)c1COc1cccc(C(=O)OCC(=O)NCCN2C(=O)CSC2=O)c1
→ i	i	i	i	3	i	1	i	i	i	-15
- Cc1ccc2c(c1)N(CC(=O)NCCc1ccccc1)C(=O)c1cccnc1O2
→ i	i	i	i	13	i	3	i	i	i	-11
- CC(C)C[C@H](NC(=O)c1nc[nH]c1C(=O)NCc1ccc(CNC(=O)OC(C)(C)C)cc1)C(=O)OCc1ccccc1
→ i	i	i	i	0	i	-6	i	i	i	-16
- Cc1ccc(C2=NN=C(NC(=O)CSc3nc(C)cc(C)n3)SC2)cc1
→ i	i	i	i	/	/	9	i	i	i	-12
- c1ccc2c3c(c(CN4CCCCC4)cc2c1)COC3
→ i	i	i	i	/	i	9	i	i	i	-7
- CC(=O)C1C(c2ccccc2)c2c(noc2C)CC1(C)O (stereo unspecified)
→ i	i	i	i	-1	i	0	i	i	i	-12
- CCOC(=O)C1(Cc2cccc(OC)c2)CCCN(S(=O)(=O)c2cccnc2)C1 (stereo unspecified)
→ i	i	i	i	6	i	1	i	i	i	-13
- CC1CC/C(=N/Nc2ccccc2)C(=O)N1 (stereo unspecified)
→ i	i	i	i	6	i	-3	i	i	i	-3
- COc1ccc(NC(=O)c2ccc(Cl)c(S(=O)(=O)NCC3CCCO3)c2)c(OC)c1 (stereo unspecified)
→ i	i	i	i	-6	i	-3	i	i	i	-10
- COc1ccc(/C=N/NC(=O)c2nn(-c3ccc(Cl)cc3)c(=O)c3c(N)scc23)cc1
→ i	i	i	i	10	i	0	i	i	i	-14
- CC(=O)c1c(C)[nH]c(C(=O)N2CCN(C(=O)c3ccco3)CC2)c1C
→ i	i	i	i	1	i	-1	i	i	i	-2
- C=CCN(CC=C)C(=S)NC(=O)Cc1cccc2ccccc12
→ i	i	i	i	-3	i	2	10*	i	i	10*
- CCN(CC)C(=O)N1CCN(S(=O)(=O)c2ccc(C)c(C)c2)CC1
→ i	i	i	i	2	i	5	i	i	i	-7
- CCOC(=O)c1c(NC(=O)c2ccc(C)cc2)sc2c1CC(C)(C)OC2
→ i	8*	i	i	-1	i	-9	i	i	i	-7
- CCc1cccc(CC)c1N(COC)C(=O)Cn1c(CO)nc2ccccc21
→ i	i	i	i	4	i	7	i	i	i	-7
- CCOC(=O)C1(CCOC)CCN(Cc2cnc(-c3cccc(C)c3)nc2)CC1
→ i	i	i	i	7	i	-3	i	i	i	-4
- O=C(O)c1ccc(CNC(=O)c2ccccc2NC(=O)c2ccc([N+](=O)[O-])cc2)cc1
→ i	i	i	i	-2	i	-2	i	i	i	-8
- CCOc1ccc(C2/C(=C(\O)c3ccc4c(c3)OCCO4)C(=O)C(=O)N2CCN2CCOCC2)cc1OC (stereo unspecified)
→ i	i	i	i	5	i	/	i	/	i	-14
- COc1ccc(NC(=O)/C(=C\c2cccnc2)NC(=O)c2cccs2)cc1
→ i	i	i	i	-11	i	0	i	i	i	-14
- Cc1cccc(NC(=O)C2CCCN(S(=O)(=O)c3cccc4cccnc34)C2)c1 (stereo unspecified)
→ i	i	i	i	17	i	5	i	i	i	-16

Order of values – KCNK9 block	KCNQ1 inh	TRPC4 act	TRPC4 inh	Dyrk1A ADPGlo	KCNK3 inh	Platelet DG rel	KCNQ1 act	PolyA inh	TRPC4 PAM	hERG rescue
- FC(F)(F)c1cc(-c2ccco2)nc(N2CCOCC2)n1
→ i	i	i	i	-2	i	-2	i	i	i	-9
- CCOC(=O)C1=C(COC(=O)/C=C/c2ccc(OC)cc2OC)NC(=O)NC1C (stereo unspecified)
→ i	i	i	i	/	i	5	i	i	i	-14
- COc1c(S(=O)(=O)n2nc(C)cc2C)ccc(Cl)c1Cl
→ i	i	i	i	-9	i	1	i	i	i	-10
- O=C1CCN(Cc2nnnn2CC2CCCO2)c2ccccc2N1 (stereo unspecified)
→ i	i	i	i	1	i	-10	i	i	i	-4
- c1ccc2sc(N3CCOCC3)nc2c1
→ i	i	i	i	2	i	-3	i	i	i	-11
- O=C(NC(=S)Nc1nc(-c2ccccc2)cs1)c1cccs1
→ i	i	i	i	-7	i	6	17*	i	i	17*
- CC(O)CCC(=O)NCCNC(=O)CCC(C)O (stereo unspecified)
→ i	i	i	i	5	i	9	i	i	i	-16
- COCCNC(=S)N1C2CCC1CC(NC(=O)NC13CC4CC(CC(C4)C1)C3)C2 (stereo unspecified)
→ i	i	i	i	-2	i	2	i	i	i	-7
- O=C(NNC(=O)c1cc(-c2ccc(Cl)cc2Cl)nc2ccccc12)Nc1ccccc1
→ i	i	i	i	11	i	-47	i	i	i	-10
- Cc1c(Br)c([N+](=O)[O-])nn1CC(=O)Nc1ccc2nc3n(c(=O)c2c1)CCCC3
→ i	i	i	i	5	i	6	i	i	i	-4
- O=C1OC(N2C(=O)CC[C@H]2C(=O)Nc2ccc(F)c(F)c2)c2ccccc21 (stereo partly specified)
→ i	i	i	i	1	i	1	i	i	i	-4
- COc1ccc(C(=O)C2CCCN(C(=O)Cn3cncn3)C2)cc1OC (stereo unspecified)
→ i	i	i	i	/	i	-16	i	i	i	-5
- Nn1c(-c2ccco2)n[nH]c1=S
→ i	i	i	i	0	i	2	i	i	i	-11
- CNC(=O)Cc1csc2ccc(C)cc12
→ i	i	i	i	0	i	-10	i	i	i	-4
- CCCN(CCC)S(=O)(=O)c1ccc(Cl)c(OC)c1
→ i	i	i	i	-1	i	9	i	i	i	-2
- Cc1ccnn1CC(=O)N/N=C/c1c[nH]c2ccccc12
→ i	i	i	i	3	i	1	i	i	i	-5
- CCCCn1c(CN2C(=O)c3ccccc3C2=O)nc2ccccc2c1=O
→ i	i	i	i	-6	i	9	i	i	i	-8
- COC(=O)c1ccc(C2c3[nH]c4ccccc4c3C[C@H]3C(=O)N(C)CC(=O)N23)cc1 (stereo partly specified)
→ i	i	i	i	3	i	11	i	i	i	-3
- Cc1ccc(C)c(N(C(=O)Cc2cccs2)C(C(=O)NC2CCCC2)c2ccc(C)o2)c1 (stereo unspecified)
→ i	i	i	i	8	i	0	i	i	i	-2
- COC(=O)c1c(NC(=O)Cc2cccs2)sc2c1CCCC2
→ i	i	i	i	-2	i	-52	i	i	i	-8
- CCN1CCN(CCCNC(=O)c2cc3sccc3n2CC)CC1
→ i	i	i	i	7	i	11	i	i	i	-3

An excerpt; rates above refer to the full screens.
